Compound activity as filed in PubChem BioAssay.
RBX1-CUL1 inh: inhibitors of human ROC1-CUL1 ubiquitin ligase activity. inhibition, % at 10 µM. AID 1347404, 2020. E3 ubiquitin-protein ligase RBX1 (Homo sapiens) + Cullin-1 (Homo sapiens), P62877+Q13616. in vitro K48 di-Ub FRET, acceptor:donor ratio, 45 min. 140,000 compounds, 0.6% hits; in the data active = inhibition above about 25%
Target sequence (P62877 whole entry, looked up): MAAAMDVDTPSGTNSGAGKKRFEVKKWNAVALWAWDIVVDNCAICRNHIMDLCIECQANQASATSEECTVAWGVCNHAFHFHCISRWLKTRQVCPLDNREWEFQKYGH
Target sequence (Q13616 whole entry, looked up): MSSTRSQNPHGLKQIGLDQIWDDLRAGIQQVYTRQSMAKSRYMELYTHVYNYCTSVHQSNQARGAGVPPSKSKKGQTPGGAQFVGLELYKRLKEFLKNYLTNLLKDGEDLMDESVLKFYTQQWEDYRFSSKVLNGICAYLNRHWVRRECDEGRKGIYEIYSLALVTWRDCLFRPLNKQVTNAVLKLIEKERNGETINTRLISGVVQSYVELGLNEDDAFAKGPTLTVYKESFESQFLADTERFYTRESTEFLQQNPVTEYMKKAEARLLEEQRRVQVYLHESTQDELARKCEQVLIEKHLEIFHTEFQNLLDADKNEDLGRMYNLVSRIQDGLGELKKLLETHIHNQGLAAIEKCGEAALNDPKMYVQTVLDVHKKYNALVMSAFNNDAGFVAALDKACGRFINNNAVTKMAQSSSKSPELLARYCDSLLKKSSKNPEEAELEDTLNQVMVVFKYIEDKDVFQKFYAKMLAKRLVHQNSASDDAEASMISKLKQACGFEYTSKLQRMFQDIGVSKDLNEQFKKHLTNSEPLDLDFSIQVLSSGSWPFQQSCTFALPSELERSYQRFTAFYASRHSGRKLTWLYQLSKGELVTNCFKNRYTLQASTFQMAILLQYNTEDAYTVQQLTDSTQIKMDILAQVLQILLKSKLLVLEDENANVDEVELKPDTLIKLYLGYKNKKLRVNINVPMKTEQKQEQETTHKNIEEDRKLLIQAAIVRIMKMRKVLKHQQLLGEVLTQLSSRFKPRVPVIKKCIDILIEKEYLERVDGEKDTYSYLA
An asterisk follows results filed as active; & = joins results of further samples. An excerpt, so the mix of outcomes need not match the whole.

Sample of the layout (15 entries):
Molecule	RBX1-CUL1 inh
CN(CC(=O)NCc1ccc(F)cc1)S(=O)(=O)c1ccc2[nH]c3c(c2c1)CCCC3	-2
O=C(/C=C/c1ccc(Br)o1)c1ccccc1	-2
CCc1ccc(/C=C(/C#N)c2nc(-c3cc4ccccc4oc3=O)cs2)cc1	7
CCOC(=O)C1CCCN(C(=O)c2ccc3c(c2)N(Cc2ccccc2)C(=O)c2ccccc2S3=O)C1 (stereo not given)	-3
CCCn1c(CCC(=O)Nc2cc(Cl)c(OC)cc2OC)nc2cccnc21	-7
COC(=O)c1ccc(-c2cn3c(n2)CCCC3)cc1	-2
Cc1ccc(N2C(=O)C3C(C2=O)C2(Br)c4ccccc4C3(Br)c3ccccc32)cc1Cl (stereo not given)	-13
COc1ccccc1NC(=O)Nc1ccnn1C1CCN(C(=O)C2CCCO2)CC1 (stereo not given)	-8
CCOC(=O)c1ccc(NC(=O)CSc2nccn2C)cc1	7
Cc1c(C(=O)N2CCCCC2)sc(NC(=O)C(C(F)(F)F)C(F)(F)F)c1C#N	3
C[N+]1(c2cccc(C(F)(F)F)c2)CCC(N)=N1 (stereo not given)	-4
Cc1ccc(-n2nc(C)c3c(C(=O)Nc4ccccc4C(F)(F)F)cc(C)nc32)cc1	-8
CCC1CN(C(=O)CCc2ccccc2OC)Cc2ccc(Cl)cc2O1 (stereo not given)	-5
Cc1cc(CC2=NC(=O)N(Cc3ccc(F)cc3)C2=O)c(C)n1C(C)C	1
Fc1ccc(-c2cc(-c3nc(-c4cccc(Cl)c4)no3)[nH]n2)cc1	-4

The listing, from the first entry:
Molecule	RBX1-CUL1 inh
CN(CC(=O)NCc1ccc(F)cc1)S(=O)(=O)c1ccc2[nH]c3c(c2c1)CCCC3	-2
O=C(/C=C/c1ccc(Br)o1)c1ccccc1	-2
CCc1ccc(/C=C(/C#N)c2nc(-c3cc4ccccc4oc3=O)cs2)cc1	7
CCOC(=O)C1CCCN(C(=O)c2ccc3c(c2)N(Cc2ccccc2)C(=O)c2ccccc2S3=O)C1 (stereo not given)	-3
CCCn1c(CCC(=O)Nc2cc(Cl)c(OC)cc2OC)nc2cccnc21	-7
COC(=O)c1ccc(-c2cn3c(n2)CCCC3)cc1	-2
Cc1ccc(N2C(=O)C3C(C2=O)C2(Br)c4ccccc4C3(Br)c3ccccc32)cc1Cl (stereo not given)	-13
COc1ccccc1NC(=O)Nc1ccnn1C1CCN(C(=O)C2CCCO2)CC1 (stereo not given)	-8
CCOC(=O)c1ccc(NC(=O)CSc2nccn2C)cc1	7
Cc1c(C(=O)N2CCCCC2)sc(NC(=O)C(C(F)(F)F)C(F)(F)F)c1C#N	3
C[N+]1(c2cccc(C(F)(F)F)c2)CCC(N)=N1 (stereo not given)	-4
Cc1ccc(-n2nc(C)c3c(C(=O)Nc4ccccc4C(F)(F)F)cc(C)nc32)cc1	-8
CCC1CN(C(=O)CCc2ccccc2OC)Cc2ccc(Cl)cc2O1 (stereo not given)	-5
Cc1cc(CC2=NC(=O)N(Cc3ccc(F)cc3)C2=O)c(C)n1C(C)C	1
Fc1ccc(-c2cc(-c3nc(-c4cccc(Cl)c4)no3)[nH]n2)cc1	-4
O=C1NC2(CCN(Cc3ccccc3)CC2)Sc2ccccc21	0
CC1=C(S(=O)(=O)c2ccccc2)C2CCCCN2O1 (stereo not given)	9
COC(=O)c1c(C(=O)OC)c2cccc3cc(-c4ccccc4)c4ccc1c4n32	7
Cc1c(C#N)c(=O)oc2ccc3ccccc3c12	4
CC(=O)C(C(C)=O)C(c1ccccc1)c1ccc(C)cc1 (stereo not given)	-2
Cc1oc2ncn(CC(C)C)c(=O)c2c1C(=O)NCCCN(Cc1ccccc1)C(C)C	12
Cc1ccc2c(c1)-c1c(ssc1=Nc1cccc(Cl)c1)C(C)(C)N2	-1
COc1ccc(/C=C2\CCCC(C(=O)C(F)(F)F)C2=O)cc1 (stereo not given)	3
Cc1nc(C(=O)N2CCCC(N(C)Cc3ccccc3)C2)cs1 (stereo not given)	4
COc1cc(/C=C/c2ccc3cccc(OC)c3n2)cc2c1OCO2	2
Cc1ccc(C(=O)NCC(c2ccc3c(c2)OCO3)N2CCOCC2)cc1C (stereo not given)	-2
CC(=O)Nc1ccc(-c2nc3ccccc3s2)cc1C	1
Cc1cc(C)nc(SCCC(=O)Nc2ccccc2C)n1	4
CCc1nccn1S(=O)(=O)c1ccc(I)cc1	14
S=c1sc(SCc2ccc(Cl)cc2Cl)nn1-c1ccccc1	-4
COCCn1cc(C(=O)NCC2(c3ccccc3)CCCC2)c(=O)c(C(=O)N2CCC(C)CC2)c1	3
COc1cc(C2c3c(oc4ccc(Br)cc4c3=O)C(=O)N2Cc2ccccc2)ccc1O (stereo not given)	4
COC(=O)C1C(C)=Nc2sc(C(N)=O)c(N)c2C1c1ccncc1 (stereo not given)	-1
CC(C)NS(=O)(=O)c1ccc(C2CCCCC2)cc1	3&10
O=C(CN1CCOCC1)N1N=C(c2ccccc2)CC1c1ccccc1 (stereo not given)	-10
COc1ccc(CN2CCN(Cc3ccoc3)CC2CCO)c(F)c1 (stereo not given)	7
Cc1nc2scc(C)n2c(=O)c1S(=O)(=O)Nc1ccc(N2CCN(C(=O)C(C)C)CC2)cc1	5
COc1ccc(NC(=O)c2sc3nc4c(cc3c2N)CCCCCC4)cc1	-9&-2
COc1ccc(CCNS(=O)(=O)c2cc(-c3cc(C)no3)ccc2OC)cc1OC	-1
COc1cc(OC)cc(C(=O)Nc2ccc3oc(-c4cccc5c(Br)cccc45)nc3c2)c1	2
Clc1ccc(CSc2ccc(-c3cccs3)nn2)cc1	0
COC(=O)c1sccc1S(=O)(=O)N(CC(=O)Nc1ccccc1F)c1ccccc1	-11
COC1(OC)C(C#N)C(c2ccco2)C1(OC)OC (stereo not given)	-7
CCOC(=O)C1C(=O)NC(N2CCOCC2)=NC1c1cccc(C)c1 (stereo not given)	1
COc1ccc(S(=O)(=O)N(CC(=O)NC(C)c2ccccc2)c2ccc(C)cc2)cc1OC (stereo not given)	-1
CC(=O)N1c2ccccc2N=C2CC(C)(C)CC(=O)C2C1c1ccc([N+](=O)[O-])o1 (stereo not given)	-16
O=C(CSc1nnc2scc(-c3ccc(Cl)cc3)n12)Nc1ccc(F)cc1	-2&-3
Cc1c(C(=O)NCCN(C)C)oc2c1-c1nn(Cc3ccccc3Cl)cc1CC2	-3
CCCCCCSc1nnc2c(n1)[nH]c1ccc(CC)cc12	-1
C#CCOc1ccc2ccccc2c1/C=c1\sc2n(c1=O)C(c1ccccc1OC)C1=C(N=2)c2ccccc2CC1 (stereo not given)	-5

More structures:
Molecule	RBX1-CUL1 inh
O=C(O)c1ccc(-c2cccnc2)nc1Nc1ccc(Cl)cc1	9
CC(=O)c1cc2c(cc1NC(=O)c1ccc(Cl)c(Cl)c1)OCO2	3
COc1cc2c(cc1CNCc1cccnc1N1CCCCCCC1)OCO2	4
CC1=CC=CN2C(=O)C(C(=O)NCc3ccc(F)cc3)C(=O)N=C12 (stereo not given)	-8
O=C(Nc1c(C(=O)Nc2cccc(F)c2)oc2ccccc12)c1cc2ccccc2o1	-3
C=CCNS(=O)(=O)Cc1ccc(C)cc1	-8
Cc1ccc(CNC(=O)c2nnn(CC(=O)Nc3cc(C)ccc3C)c2N)cc1	5
Cc1ccc(NC(=O)Nc2cccc3cccnc23)cc1	10
N#CC1C(=N)C(C#N)(C#N)C2=CCNCC2C1c1ccccc1F (stereo not given)	3
COc1ccc(C(=O)O)cc1COc1cc(C)ccc1C	-3
Cc1cc(C)cc(NC(=O)c2cnc3sc(N4CCCC4)nn3c2=O)c1	-1
COc1ccc(CCNC(=O)c2cc3c(s2)-c2ccccc2OC3)cc1OC	-2
CCOC(=O)C1CCN(C(=O)Cn2nc(C)n3c(cc4sccc43)c2=O)CC1	-5
COc1cccc(OCC(=O)NN=C2c3ccccc3-c3ccccc32)c1	1
Cc1cc(C)nc(SC(C(=O)O)c2ccccc2)n1 (stereo not given)	-1
COc1ccc(-c2nc(SCC(=O)NCC3CCCO3)c(-c3ccc(Cl)cc3)[nH]2)cc1 (stereo not given)	1
CCC1(C)CC(CCNC(=O)CCC(=O)O)(c2ccc(C)cc2)CCO1 (stereo not given)	3
O=C(CSc1nc2scc(-c3ccco3)c2c(=O)n1-c1ccccc1)Nc1ccc2c(c1)OCCO2	3
Cc1cccc(S(=O)(=O)N2CCC(Cc3ccccc3)CC2)c1	6
O=C(CCC1CCCN(C(=O)CN2C(=O)c3ccccc3C2=O)C1)NC1CC1 (stereo not given)	5
O=C(Nc1ccc(N2CCCCC2)c(F)c1)c1cccs1	-10
CC(=O)NCC1CCCN(c2nc3nonc3nc2N2CCSCC2)C1 (stereo not given)	-6
Cc1ccc(NC(=O)Cn2c(=O)c(C(F)(F)F)nc3ccccc32)c(C)c1	5
Cc1nccn1COC(=O)c1ccc2cc(C(=O)OCn3ccnc3C)ccc2c1	14
CC(=O)c1ccc2c(c1)C(=Cc1ccccc1)c1cc(C(C)=O)ccc1-2	-5
CCN(CC)CCOC(=O)c1ccc(NC(=O)Cn2ncc3c2-c2cc(C)ccc2OC3)cc1	6
O=C(CNS(=O)(=O)c1cc(Cl)ccc1Cl)OCc1ccc(Br)cc1	4
O=C(Nc1ccc2oc(-c3cc(Br)ccc3Cl)nc2c1)c1ccccc1	-3
COCCn1cncc1CNc1nccc(-c2ncnn2C)n1	6
COc1ccc(NS(=O)(=O)c2cccc([N+](=O)[O-])c2)cc1Cl	1
Cc1ccc(-c2nnn(Cc3nc(N)nc(N4CCOCC4)n3)n2)cc1	14
O[C@H]1CN(Cc2coc(-c3ccccc3)n2)C[C@@H]1N1CCN(c2ccccn2)CC1	2
Cc1c(C(=O)O)cccc1-n1c(C)cc(/C=N/Nc2ccc([N+](=O)[O-])cn2)c1C	82*
O=C1OC2C3CC([C@@H]2I)[C@@H](CO)C13 (stereo not given in full)	6
CCOC(=O)C1=C(C)Oc2nc(N(C)C)nc(Cl)c2C1c1ccc2c(c1)OCO2 (stereo not given)	-2
O=C(CCC1(Cc2ccco2)CCC(=O)N1)NCc1ccc(F)cc1F (stereo not given)	0
O=C1OC(Cc2ccccc2)(c2ccccc2)OC(c2ccccc2)=C1c1ccccc1 (stereo not given)	-3
COc1cc(NC(=O)c2cc(Cl)c(OC)c(Cl)c2)ccc1NC(=O)c1cc2ccccc2o1	-12
COc1ccccc1NC(=O)COc1ccc(-c2nn(C)c(=O)c3ccccc23)cc1	1
Cc1cc(C)nc(-n2nc(C)c3c2NC(=O)CC3c2cc(F)ccc2F)n1 (stereo not given)	1
CCN(C(=O)c1ccc(S(=O)(=O)N2CCOCC2)cc1)c1ccccc1	-7
Cc1ccccc1C(=O)Sc1ccc(Cl)cc1	-4
COc1cc(CNn2cnnc2SCc2ccccc2F)ccc1OCC(=O)NC(C)(C)C	1
CC(NC(=O)CN1C(=O)c2cccnc2Oc2ccc(Cl)cc21)c1ccccc1 (stereo not given)	1
CN(Cc1ccccc1)Cc1cc(C(=O)N2CCc3ccccc3C2)no1	6
CC(C)CCNC(=O)CN1C(=O)c2cccnc2Oc2ccccc21	6
Cc1c(C)n2c3c(=O)n(CC(C)C)c(=O)n(C)c3nc2n1Cc1ccccc1	6
CCS(=O)(=O)c1ncc(N(Cc2ccccc2)Cc2ccco2)c(C(=O)Nc2ccc(C)c(C)c2)n1	7
Cc1cccc(-c2nc(SCC(C)C)n[nH]2)c1	8
COc1ccc(NC(=O)c2sc3nc(-c4cccs4)ccc3c2N)cc1OC	-1

The results go on.
Molecule	RBX1-CUL1 inh
CS(=O)(=O)Nc1cccc(O)c1	4
Cc1nc(CNC(=O)Nc2nnc(-c3cccs3)s2)nc2c1CCCC2	8
CCOc1cc(C(=O)Nc2ccc(S(=O)(=O)Nc3cc(OC)nc(OC)n3)cc2)cc(OCC)c1OCC	7
O=C(c1cn(Cc2ccccc2Cl)nn1)N1CCCC1	-5
CN(C)c1ccc(CNC(=O)c2cccn2-c2nnc(N3CCCCC3)s2)cc1	-8
CCC(=O)N(C)C(Cc1ccc(F)cc1F)C1CCN(C(=O)/C=C/c2cc(F)ccc2F)CC1 (stereo not given)	12
Cc1ccc(/C=C/c2onc(C)c2S(=O)(=O)N2CCC(C(=O)Nc3cccc(C#N)c3)CC2)cc1	-1
Cc1ccc(C2C(C)C(NCc3cccc(F)c3)NS2(=O)=O)cc1 (stereo not given)	0
Cc1csc2nc(-c3ccc(Cl)cc3)cn12	-5
COc1ccc(NC(=O)CCc2c(C)nn(-c3ccc(N4CCCCC4)nn3)c2C)cc1Cl	-3
Cc1c(Cl)cccc1N/N=C(/C#N)C(=O)c1ccc(Br)cc1	0
CCc1ccc(C(=O)c2cnc3cc(Cl)ccc3c2-c2ccccc2)cc1	-2
CCn1cc(C=C2C(=O)c3ccccc3C2=O)c2ccccc21	3
O=C(O)c1ccoc1/C=C/c1cccs1	-5
O=C1C2=C(CCCC2)N(c2ccccc2)C(=O)C1c1ccccc1 (stereo not given)	-2
O=C(/C=C/c1ccccc1Cl)Nc1ccc2ccccc2c1	-2
CCc1ccc(-n2c(=O)c3cccnc3n2CC(=O)Nc2ccccc2C(F)(F)F)cc1	0
CC(=O)Nc1nonc1-c1nc2ccccc2n1Cc1ccccc1Br	0
O=C1NCCN(Cc2ccc(-c3ccccc3)cc2)C1CC(=O)N1CCCCO1 (stereo not given)	6
FC(F)(F)c1cccc(-n2cccc2/C=N/n2cnnc2)c1	-2
CN(C)CCCC1(O)C2CC3CC(C2)CC1C3 (stereo not given)	16
CCOc1ccc(NC(=O)C(=O)NCCc2ccccc2)cc1	5
O=C(Cn1nnc(-c2ccccc2)n1)N/N=C\c1ccc(I)o1	5

Arranged by SMILES length (falling): some entries from above.
Molecule	RBX1-CUL1 inh
Cc1ccc(C2C(C)C(NCc3cccc(F)c3)NS2(=O)=O)cc1 (stereo not given)	0
CN(C)CCCC1(O)C2CC3CC(C2)CC1C3 (stereo not given)	16
Cc1csc2nc(-c3ccc(Cl)cc3)cn12	-5
